TDP2 inh: blocks human TDP2 phosphodiesterase activity. 370,000 compounds, 0.34% hits. AID 720702. recombinant TDP2, T5PNP hydrolysis, p-nitrophenol absorbance 415 nm. inhibition, % at 12.8 µM. O95551;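 active = inhibition above the mean of all tested compounds plus 3 SD, set per campaign, cut at about 25% in these data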;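 also: 0% = DMSO with enzyme and 100% = buffer with substrate but no TDP2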
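Test system: Human TDP2 enzyme | Reagent: 5 mM T5PNP | Compound dosing: 12.8 µM single point, 1% DMSO | Incubation: Enzyme reaction with compound for 2 h at 37 °C | Technique: p-Nitrophenol epi absorbance | Read-out: % inhibition relative to enzyme-containing and enzyme-free wells | Benchmarks: High control without enzyme, low control DMSO plus TDP2 | Replicates: Singlicate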
DDE Tn7 FP inh: DD(E)-Tn7 binding inhibition, primary FP screen; AID 720508; inhibition, % at 8.3 µM; 370,000 compounds, 0.13% hits; FP displacement of FITC-Tn7 peptide from fibrin DD(E); 0% = median of compound wells per plate;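 active = inhibition above the mean of compounds falling within the control limits plus 3 SD of them, cut at about 14% in these data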;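 also: 0% = plate median of compound wells and 100% = 10 µM Aha-Tn7 peptide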
Target sequence (P02675 whole entry, looked up): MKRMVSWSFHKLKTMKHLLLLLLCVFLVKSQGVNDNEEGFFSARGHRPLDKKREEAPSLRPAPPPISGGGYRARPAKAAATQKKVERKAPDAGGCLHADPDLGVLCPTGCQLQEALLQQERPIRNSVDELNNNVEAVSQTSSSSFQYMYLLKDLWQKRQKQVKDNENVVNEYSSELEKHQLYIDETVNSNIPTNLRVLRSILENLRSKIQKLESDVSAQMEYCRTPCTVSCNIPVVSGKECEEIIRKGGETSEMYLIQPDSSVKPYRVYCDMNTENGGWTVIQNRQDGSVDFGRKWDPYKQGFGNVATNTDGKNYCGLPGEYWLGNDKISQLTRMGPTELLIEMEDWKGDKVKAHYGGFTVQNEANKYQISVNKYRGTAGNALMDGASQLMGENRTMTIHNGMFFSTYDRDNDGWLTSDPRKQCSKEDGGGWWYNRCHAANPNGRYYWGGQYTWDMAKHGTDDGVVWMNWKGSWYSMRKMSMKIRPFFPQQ
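assay system = human clot-derived fibrin DD(E) complex | quantity = Fibrin-DD(E) at 2 µM final | timing = 10 min preincubation, 3 h with tracer, room temperature | signal = fluorescence polarization | measure = percent inhibition | benchmarks = high control wells with 10 µM unlabelled Aha-Tn7 peptide (full inhibition) | replicates = singlicate testing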
ASAP1 GAP inh: ASAP1 ArfGAP inhibition. 360,000 compounds, 0.19% hits. ASAP1-stimulated ARF1 GTP hydrolysis, GDP FP detection. inhibition, % at 16.5 µM; in the data active = inhibition above about 25%;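 also: 0% = vehicle with enzyme and substrate and 100% = no enzyme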
Target sequence (Q9ULH1 325-724 limits assumed): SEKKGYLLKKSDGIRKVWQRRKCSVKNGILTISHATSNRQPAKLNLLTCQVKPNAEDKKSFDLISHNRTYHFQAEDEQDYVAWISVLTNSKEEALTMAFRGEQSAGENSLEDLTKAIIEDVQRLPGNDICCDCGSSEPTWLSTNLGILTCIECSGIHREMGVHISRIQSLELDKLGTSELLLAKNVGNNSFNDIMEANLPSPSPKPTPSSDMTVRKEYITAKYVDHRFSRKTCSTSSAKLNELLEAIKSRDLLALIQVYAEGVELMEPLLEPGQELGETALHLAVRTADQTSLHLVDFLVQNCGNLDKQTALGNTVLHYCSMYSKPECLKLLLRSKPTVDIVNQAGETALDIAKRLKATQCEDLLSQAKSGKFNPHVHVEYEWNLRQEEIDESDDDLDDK
proKLK7 act: proKLK7 (human) activation, primary screen | purified proKLK7, EDANS-DABCYL substrate fluorescence; 100% is mature enzyme control, 0% vehicle | activation, % at 7 µM | 370,000 compounds, 0.9% hits | AID 652039;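 active = activation above the mean of all tested compounds plus 3 SD, computed per campaign excluding outliers beyond control limits, cut at about 13% in these data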
Tn6 DDE FP: inhibitors of Tn6 peptide binding to human fibrin DD(E). P02675. Fibrin DD(E) TRITC-Tn6 fluorescence polarization displacement. inhibition, % at 8.3 µM. 370,000 compounds, 0.21% hits. AID 720509;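 active = inhibition above a per-campaign cutoff: mean of compounds within control limits plus 3 SD, cut at about 15% in these data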;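 also: 0% = median of all compound wells on the plate and 100% = blocking peptide control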
ADAM10 inh: inhibitors of human ADAM10. inhibition, % at 7 µM. O14672. AID 720582. 370,000 compounds, 0.62% hits. recombinant ADAM10, EDANS/DABCYL FRET peptide cleavage, 3 h;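 active = inhibition above a per-campaign cutoff equal to the mean of compounds falling between control-based bounds plus 3 SD, cut at about 20% in these data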;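 also: 0% = DMSO wells while the 100% control is not disclosed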
ADAM17 inh: ADAM17 inhibition, QFRET primary screen; P78536; recombinant ADAM17, EDANS/DABCYL FRET peptide cleavage; inhibition, % at 6.95 µM; 370,000 compounds, 0.83% hits; AID 720648;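 active = inhibition above the mean of compounds lying between control limits plus 3 SD, set per campaign, cut at about 8.5% in these data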;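 also: 0% = DMSO-only wells as the low control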
PLC-gamma1 inh: PLC-gamma1 (human) inhibition, primary screen. inhibition, % at 12.2 µM. purified PLC-gamma1, fluorogenic substrate, fluorescence. P19174. 370,000 compounds, 0.84% hits; in the data active = inhibition above about 9.5%
ARFGAP1 inhibitor: inhibits rat ARF GTPase activating protein 1; Arfgap1-stimulated ARF1 GTP hydrolysis, GDP FP detection; inhibition, % at 16.5 µM; 360,000 compounds, 0.26% hits; Q62848;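 active = inhibition above a per-plate limit, mean inhibition of low control wells plus 3 SD, cut at about 25% in these data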;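 also: 0% = DMSO wells with enzyme and 100% = wells lacking Arfgap1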
Target sequence (Q62848 1-136 limits assumed): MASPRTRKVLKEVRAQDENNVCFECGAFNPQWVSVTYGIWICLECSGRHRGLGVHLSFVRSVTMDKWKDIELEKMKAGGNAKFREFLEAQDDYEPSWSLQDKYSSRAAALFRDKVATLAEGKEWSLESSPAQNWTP
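Material – truncated rat Arfgap1 GAP domain · Buffer or medium – HEPES-based buffer, pH 7.5 · Reagent – human ARF1(Δ1-17)-GTP substrate · Dosing – 16.5 µM single point, 1.26% DMSO · Schedule – GTP hydrolysis reaction 2 h at 25 °C · Technique – GDP detection by fluorescence polarization · Benchmarks – No-Arfgap1 wells (100%) versus DMSO full-reaction wells (0%) · Repeats – single replicate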
LEDGF integ inh: blocks HIV-1 LEDGF/p75-dependent DNA integration; AID 743269; TR-FRET IN-LEDGF/p75 DNA integration, Eu/Cy5; inhibition, % at 3.7 µM; 370,000 compounds, 0.64% hits;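 active = inhibition above the screen-wide mean plus 3 SD, cut at about 13% in these data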;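 also: signal is the Cy5 over europium emission ratio at 671 and 618 nm; 0% = plate median of compound wells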
An asterisk follows results filed as active; i = inactive; . = not tested or not shown; & = joins results of further samples; ! = not confirmed by another sample. Rows were taken by chance. About 4.2% of those tested had a hit in this group.

SMILES	TDP2 inh	DDE Tn7 FP inh	ASAP1 GAP inh	proKLK7 act	Tn6 DDE FP	ADAM10 inh	ADAM17 inh	PLC-gamma1 inh	ARFGAP1 inhibitor	LEDGF integ inh
COc1cccc(NC(=O)COC(=O)CC2CC3CCC2C3)c1 (centres undefined)	2	-6	7	0.5	5	-32	0	-8	-15	9
CCOC(=O)C1CCN(C(=O)Nc2ccc(OC)c(OC)c2)CC1	7	2	-7	0.1	-1	2	-7	1	3	3
Cc1cccc2c1N(C(=O)CN1C(=O)c3ccccc3C1=O)C(C)(C)c1ssc(=S)c1-2	7	-1	-14	0.3	5	-2	1	3	5	-4
Cc1ccc2nc(-c3ccccc3)cn2c1	-13	0	1	-0.1	-8	-151	-44	-11	-9	3
CC[n+]1c(/C=C/c2cc([N+](=O)[O-])ccc2O)ccc2ccccc21	-2	-1	5	-0.4	10	-21	-5	-15	-5	1
CCn1cc(CN2CCCC(C(=O)Nc3cccc(-n4cccn4)c3)C2)cn1 (centres undefined)	4	-4	13	-0.4	-12	-5	-3	-1	-11	2
COc1ccc(C(C)=O)cc1CN1C(=O)NC2(CCCCCCC2)C1=O	-1	-4	1	0.1	3	-3	-2	1	14	6
CC1CCN(C(=O)COC(=O)/C=C/c2ccco2)CC1	5	-6	0	-0.3	1	-6	2	-5	1	4
Cc1cc(C)c2c(N)c(C(=O)N3CCc4ccccc4C3)sc2n1	-3	-3	-2	-6.4	0	-167	-61	i	5	-4
O=C(Cn1c(=O)c2cccn2c2ccc(F)cc21)N1CCN(c2ccc(F)cc2)CC1	0	-3	1	0.2	8	-3	-3	1	-1	3
COCCn1c(SCC(=O)c2ccc(CNC(C)=O)o2)nc2ccccc2c1=O	-4	2	11	0.7	3	9	6	2	-8	3
Cc1ccc(OCc2nnc(SCc3ccc(C#N)cc3)n2-c2ccc(C)cc2)cc1	-4	-11	2	-0.3	-3	16	8	8	3	4
O=C(CCCOc1ccccc1)NC(=S)Nc1ccccc1	-10	6	2	-0.5	3	2	2	-5	4	4
Cc1ccc(C(O)c2ccc(-n3ccnc3)cc2)cc1 (centres undefined)	-1	5	-9	0.2	-2	5	-7	-1	-1	0
CCOc1cc2[nH]c(=S)n(CCC(=O)N3CCc4ccccc4C3)c(=O)c2cc1OCC	-1	5	-16	0.8	-1	0	-4	2	-6	0
O=C(NCc1ccco1)C1CCC(N2C(=O)c3ccccc3C2=O)CC1 (centres undefined)	5	-4	8	-0.5	1	-10	-3	-1	1	-1
O=C(CCN1C(=O)S/C(=C/c2ccc(F)cc2)C1=O)Nc1ccc(O)c(C(=O)O)c1	4	5	2	0.0	-4	1	0	-14	-2	2
CCOc1ccc(C2C(C(=O)c3ccc(C)o3)=C(O)C(=O)N2CCN2CCOCC2)cc1OC (centres undefined)	-18	1	14	0.4	4	-1	-2	-5	2	2
O=C(CNC(=O)c1ccccc1F)OCc1nc2ccccc2s1	3	2	3	0.2	6	3	-1	1	-8	-2
COc1ccccc1N1CCN(C(=O)c2ccccc2SCC(=O)NCc2ccco2)CC1	-3	-6	5	1.0	-1	-7	-3	-1	8	6
O=C(c1cnc(Cc2c[nH]c3ccccc23)c(I)c1)N1CCN(Cc2ccccc2)CC1	0	-1	14	0.3	0	6	5	-4	1	-3
Cc1ccc(C)c(S(=O)(=O)Nc2ccc(O)c(C(=O)O)c2)c1	0	3	1	0.9	3	-6	-3	-1	-4	-2
CCOc1ccc(C2CC(c3cccc(OC)c3)n3nc(N)nc3N2)cc1 (centres undefined)	-11	2	8	-0.4	-10	-62	-16	-20	1	-1
COc1ccc(S(=O)(=O)N(C)CC(=O)N2CCN(Cc3ccccc3)CC2)cc1C	2	6	-13	-0.2	-5	4	-5	-5	-6	-2
O=S(=O)(NCc1cccs1)c1cccc(S(=O)(=O)N2CCCCC2)c1	0	0	-2	0.0	-5	-3	-3	1	-7	4
COC(=O)c1ccccc1NC(=O)Nc1ccc(C(=O)N2CCCC2)cc1	10	-2	5	-0.8	-6	1	-2	6	9	2
NC(=O)c1nn(CC(=O)Nc2cccc(S(=O)(=O)N3CCCC3)c2)c(=O)c2ccccc12	2	6	0	0.5	-3	-18	-1	3	3	-6
O=C1/C(=C\c2cccc(O)c2O)SC(=S)N1Cc1ccccc1	-19	-1	-3	-0.6	1	-9	1	-15	4	-1
CC(C)(C)OC(=O)N1CCN(C(=O)c2[nH]cnc2C(=O)Nc2ccon2)CC1	6	0	-7	0.4	1	-3	-1	2	0	-3
COc1ccc(NC(=O)N2CCCC2C(=O)NCCc2ccccc2)cc1 (centres undefined)	4	3	4	-0.4	-6	-11	-3	-1	2	-4
O=C(CCC(=O)Nc1ccc(Cl)cc1)N/N=C/c1ccc2c(c1)OCO2	1	-4	8	-0.1	-7	1	0	-1	0	5
O=C(O)COc1ccc(/C=C2/SC(=S)N(Cc3ccccc3)C2=O)cc1	-13	3	-10	-0.1	-6	14	-1	-3	-5	9
CCc1cc(=O)oc2c3c(cc(OCC(=O)NCCC(=O)O)c12)OC(C)(C)CC3	0	6	-1	33*	-1	i	i	i	-2	2
Cc1nc2ccccc2c(=O)[nH]1	-1	-4	4	-0.6	0	-5	-1	-2	-7	3
O=C(Cc1c(F)cccc1Cl)Nc1nc2ccccc2s1	4	3	3	0.3	3	0	-1	-1	10	1
COc1cccc(C2=NOC(C(=O)Nc3cccnc3)C2)c1 (centres undefined)	0	6	8	-0.8	-6	-1	-7	-1	-5	-1
Cc1ccc(NS(=O)(=O)c2cc(C(=O)NCc3ccncc3)ccc2C)cc1	2	-4	0	0.4	-2	-8	0	-2	7	-5
CCC(=O)N(CCc1ccc(OC)c(OC)c1)Cc1cc2ccc(C)cc2n2nnnc12	2	2	4	-0.3	6	10	6	4	0	-3
O=C1N2Cc3ccccc3C2CS(=O)(=O)N1Cc1ccccc1 (centres undefined)	3	-1	.	-0.7	2	3	2	0	.	0
O=C(NCc1cccc(Br)c1)c1cc(-c2ccccc2)nn1CC1CC(c2cccc([N+](=O)[O-])c2)=NO1 (centres undefined)	4	4	-1	0.6	-3	-2	-1	-1	-7	-2
O=S(=O)(CCc1nc2ccccc2s1)c1ccc2ccccc2c1	-3	-1	3	-0.2	-2	-1	0	-1	10	-1
COc1ccc(NS(=O)(=O)c2cn(C)nc2C)cc1	-5	-8	-2	-0.4	-2	9	-3	12*	3	7
O=C(OC(C(=O)Nc1ccc(Cl)cc1C(F)(F)F)c1ccccc1)c1c(Cl)cccc1Cl (centres undefined)	-6	2	-3	-4.5	0	3	4	0	10	-4
Cc1cc(C(=O)Nc2cnn(Cc3ccc(Cl)cc3Cl)c2)no1	8	7	-3	-0.3	3	8	-1	-1	-10	-4
CCOc1ccc(C(=O)CSc2nnc(N)s2)cc1	-7	-2	14	-0.6	4	-15	-4	-3	-6	2
COC(=O)CCN(C(=O)c1ccc(N2CCCCC2)c([N+](=O)[O-])c1)c1ccccn1	-3	2	-4	-0.1	5	0	-4	0	12	-4
CCCCN(CC)C(=O)c1n[nH]c(=O)c2ccccc12	2	-3	-1	0.1	4	-6	0	1	-9	-3
CCOC(=O)C1CCN(C(=O)CSc2nc(N)cc(=O)[nH]2)CC1	6	5	-2	0.2	-1	-2	0	-2	8	5
Fc1cccc(CCN2CCN=C2Nc2ccccc2)c1	-1	3	0	-0.5	-3	-1	-3	1	5	0
CC1(C)CC(=O)C(C=NCc2cccnc2)=C(O)C1	-1	0	-11	0.1	-1	4	0	5	-14	-2
COC(=O)[C@H](Cc1ccccc1)[C@@H](C)OS(N)(=O)=O	8	-2	-13	1.1	-10	5	-2	0	3	0
CCCNC(=O)C1(C)CCN(C(=O)c2ccc3sccc3c2)C1 (centres undefined)	-4	1	1	-0.6	-1	-3	-5	1	5	-1
COc1cc2nnn(-c3ccncc3)c2cc1OC	1	-2	0	-0.3	-2	-20	-4	3	-1	-6
Cc1ccc(NC(=O)Cn2c(-c3ccc(F)cc3)cnc2SCC(=O)Nc2c(C)cccc2C)cc1	10	9	7	0.3	2	3	0	1	15	1
CC(Oc1ccccc1)C(=O)N1CCN(c2ccc(N3CCCCCC3)nn2)CC1 (centres undefined)	-9	0	7	4.8	10	-165	-68	-117	-1	-4
CSCc1ccc(C(=O)N2CCCC(Nc3ccc(F)cc3)C2)o1 (centres undefined)	-5	2	-6	-0.5	-14	10	1	6	1	5
CCOC(=O)C1=C(C(C)=O)C(c2cccnc2)C(C#N)=C(N)O1 (centres undefined)	0	-6	0	-1.4	0	-31	-10	-17	4	0
CCCc1cc(=O)oc2c(C)c(OCC(=O)NCCCN3CCOCC3)ccc12	-19	2	8	-0.1	2	-104	-43	-4	0	0
CCc1ccc(NC(=O)C(=O)NCCN2CCN(Cc3ccc([N+](=O)[O-])cc3)CC2)cc1	5	-1	7	0.0	-1	6	3	3	-7	1
Cc1cccc(CNc2ncnc3ccc(-c4ccoc4)cc23)c1	-9	-5	10	-3.8	-2	-50	-11	-10	-13	5

A section from the list above:
SMILES	TDP2 inh	DDE Tn7 FP inh	ASAP1 GAP inh	proKLK7 act	Tn6 DDE FP	ADAM10 inh	ADAM17 inh	PLC-gamma1 inh	ARFGAP1 inhibitor	LEDGF integ inh
COc1cc2nnn(-c3ccncc3)c2cc1OC	1	-2	0	-0.3	-2	-20	-4	3	-1	-6
Cc1ccc(NC(=O)Cn2c(-c3ccc(F)cc3)cnc2SCC(=O)Nc2c(C)cccc2C)cc1	10	9	7	0.3	2	3	0	1	15	1

Carrying on:
SMILES	TDP2 inh	DDE Tn7 FP inh	ASAP1 GAP inh	proKLK7 act	Tn6 DDE FP	ADAM10 inh	ADAM17 inh	PLC-gamma1 inh	ARFGAP1 inhibitor	LEDGF integ inh
CC1(C)S[C@@H]2[C@H](NC(=O)[C@H](N)c3ccccc3)C(=O)N2[C@H]1C(=O)O	10&9	3&3	11&-10	0.1&1.5	-1&2	-127&-125	-41&-47	-40&-35	-24&6	52*!
O=C(NNc1ccccc1Cl)C(O)(c1cccc(C(F)(F)F)c1)c1cccc(C(F)(F)F)c1	1	-1	-1	0.6	4	18	1	-2	20	-4
O=C(CCN1C(=O)/C(=C\c2ccccc2Cl)SC1=S)Nc1cccnc1	6	2	3	0.1	-1	-6	3	-2	3	-1
COCCCNC(=O)C1CCN(S(=O)(=O)N(CC(C)C)CC(C)C)CC1	2	-7	-9	-0.2	4	-7	-4	0	9	-1
CC(=O)c1ccc(N2CCN(C(=O)c3ccco3)C(C)C2)c(F)c1 (centres undefined)	2	5	-6	-0.4	2	-6	-3	-3	-5	2

Bioassay records: PubChem BioAssay, The Scripps Research Institute Molecular Screening Center
